MITF TRPM1 inh – inhibitors of MITF-driven TRPM1 promoter in melanoma cells; SK-MEL-5 TRPM1 promoter luciferase, 24 h; inhibition, % at 12.5 µM; hit rate 0.83% among 330,000;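 active means mean inhibition across replicates of 60% or more, whatever share of single replicates reaches that level; inconclusive means some that reach 60%, reason not given; inactive means mean inhibition across replicates below 60%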; further: values of inactives mirror those of a sister screen read the other way
HIF-2a inh – HIF-2a inhibition | 786-0 RCC cells HIF-2a reporter, luciferase luminescence, overnight | inhibition, % at 18.8 µM | hit rate 0.72% among 360,000;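 active means inhibition of the luminescence signal of 40% or more relative to plate controls, in a single-dose primary screen at 18.75 µM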
Peg3 promoter – Peg3 promoter activity inhibition; inhibition, % at 20 µM; hit rate 1.7% among 360,000; HeLa PEG-Prom luciferase reporter, luminescence, overnight; AID 588405;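 active means inhibition of at least 50% at 20 µM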
aDG glyco up – alpha-DG glycosylation activation. hit rate 0.22% among 360,000. AID 624168. Pro5-aDG cells, alpha-DG glycosylation AlphaScreen (IIH6); 0% Pro5, 100% B10-LARGE cell signal. activation, % at 10 µM;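 active means activation of at least 8% versus controls, or a plate z-score of at least 8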;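 further: Pro5 are CHO cells carrying HIG-tagged alpha-DG that lacks glycosylation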
Exocytosis inh – blocks lytic granule exocytosis; TALL-104 LAMP-1 surface exposure, flow cytometry; cells stimulated with thapsigargin and PMA; AID 651702; hit rate 0.66% among 360,000; inhibition, % at 10 µM;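 active means inhibition above about 55%, limit read from the data; inconclusive means no clear call, values can overlap the other calls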
NR2E3 ag-1 – activates human photoreceptor nuclear receptor NR2E3. AID 2300. hit rate 0.12% among 320,000. GST-NR2E3/biotin-RetCOR TR-FRET, 1536-well. inhibition of corepressor binding, % at 4.78 µM;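 active means percent inhibition above the cutoff of mean plus 3 SD of all tested compounds, set per screening campaign, cut at about 20% in these data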;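 further: 0% = DMSO wells and 100% = biotin wells as full block of FRET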
Target sequence (Q9Y5X4 whole entry, looked up): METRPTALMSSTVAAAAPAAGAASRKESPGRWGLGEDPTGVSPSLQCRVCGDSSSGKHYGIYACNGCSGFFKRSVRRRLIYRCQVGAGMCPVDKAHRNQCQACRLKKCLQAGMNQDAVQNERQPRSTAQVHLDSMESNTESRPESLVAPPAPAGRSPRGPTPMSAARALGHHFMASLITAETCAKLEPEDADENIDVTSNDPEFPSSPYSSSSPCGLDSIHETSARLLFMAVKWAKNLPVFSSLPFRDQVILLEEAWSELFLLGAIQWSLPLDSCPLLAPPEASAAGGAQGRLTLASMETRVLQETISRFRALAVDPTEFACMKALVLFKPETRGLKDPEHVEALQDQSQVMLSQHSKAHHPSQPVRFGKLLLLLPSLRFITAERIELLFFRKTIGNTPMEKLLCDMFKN
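Material: NR2E3–RetCOR corepressor complex / Incubation: Compound–protein incubation for 5 h at 4 °C / Dosing: compound at 4.8 µM, single dose / Detection: time-resolved FRET / Benchmarks: high control biotin, low control 0.6% DMSO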
hiPSC survival – hiPSC single-cell survival enhancement; hit rate 0.044% among 360,000; ATPlite luminescence; 100% = ROCK inhibitor wells, 0% = DMSO; survival enhancement, % at 20 µM; in the data active means survival enhancement above about 18%;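 further: cells exposed to compounds for 16 hours before the ATP read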
Vif imaging – HIV Vif inhibition; hit rate 0.35% among 340,000; inhibition, % at 7.49 µM; HEK293T cells, Vif self-association by quenched fluorescence, imaging, 24 h; in the data active means inhibition above about 50%, passing the limit was not always enough; inconclusive means no clear call, values can overlap the other calls; inactive means below about 31%; further: some results filed as inactive read as strong as hits
PDI inh – inhibitors of human protein disulfide isomerase | inhibition, % at 10 µM | P07237 | PDI insulin aggregation turbidity, A650, 90 min | hit rate 0.052% among 350,000 | AID 588391;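 active means mean inhibition across replicates of 30% or more, whatever share of single replicates reach that level; inconclusive means mean inhibition below 30% while every single replicate reaches 30%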;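 further: absorbance from insulin aggregation driven by PDI reduction with DTT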
Target sequence (P07237 whole entry, looked up): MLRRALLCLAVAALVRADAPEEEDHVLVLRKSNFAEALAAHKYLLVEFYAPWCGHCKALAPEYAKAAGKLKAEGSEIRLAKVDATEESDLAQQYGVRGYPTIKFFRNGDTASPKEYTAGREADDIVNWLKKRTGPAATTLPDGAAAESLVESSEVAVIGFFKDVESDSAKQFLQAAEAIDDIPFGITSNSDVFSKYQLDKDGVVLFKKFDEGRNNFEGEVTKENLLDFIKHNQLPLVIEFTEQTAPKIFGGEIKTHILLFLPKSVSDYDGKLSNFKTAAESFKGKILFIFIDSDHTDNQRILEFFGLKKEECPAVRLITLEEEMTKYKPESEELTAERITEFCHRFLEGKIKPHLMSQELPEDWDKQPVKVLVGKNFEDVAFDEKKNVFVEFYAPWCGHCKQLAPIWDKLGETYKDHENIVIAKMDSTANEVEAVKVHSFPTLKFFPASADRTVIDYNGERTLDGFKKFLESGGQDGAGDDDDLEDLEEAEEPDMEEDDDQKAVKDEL
CaV13 FRET inh – Disruptors of the CACNA1D IQ motif to Ca2+-dependent inactivation inhibitor domain association, primary screening, Förster resonance energy transfer in intact living … | HEK cells, CFP/YFP FRET ICDI-IQ, plate reader, 10 min; percent FRET-ratio fall versus neutral wells | inhibition, % at 12.3 µM | hit rate 0.098% among 340,000 | AID 743397;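 active means mean replicate inhibition of at least 30% and at least 1% of replicates passing that level; inconclusive means only one of the two criteria is met; inactive means neither criterion is met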;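 further: 0% = median of the neutral control wells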
NR2E3 ag-2 – activates human NR2E3 receptor | Q9Y5X4 | inhibition of corepressor binding, % at 3.98 µM | AID 602229 | hit rate 0.35% among 360,000 | CHO-S Gal4-NCOR/VP16-NR2E3 two-hybrid, luciferase;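 active means inhibition above the mean of all tested compounds plus 3 SD, cut at about 70% in these data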;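 further: 0% = DMSO with NR2E3 transfected cells and 100% = cells lacking NR2E3 construct; higher means lower luciferase signal from less NR2E3 corepressor binding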
* hit, by the source's call; ? = inconclusive; nt = not tested or not shown.

Values run as follows: MITF TRPM1 inh	HIF-2a inh	Peg3 promoter	aDG glyco up	Exocytosis inh	NR2E3 ag-1	hiPSC survival	Vif imaging	PDI inh	CaV13 FRET inh	NR2E3 ag-2
CC1CCN(C(=O)c2ccc(NS(=O)(=O)c3ccccc3)cc2)CC1
  -1.1	-48.1	-13.2	-0.1	3.2	-1.4	0.0	-0.3	2.5	-2.1	5.7
C=CCn1c(SCC(=O)c2ccccc2)nnc1-c1cc2ccccc2o1
  -2.4	-20.5	-2.8	0.7	-5.5	-1.3	-4.4	nt	-0.3	-6.2	-12.7
CCOC(=O)C1CCCN(CCC(=O)Nc2cccc(C)c2)C1 (configuration not stated)
  4.1	6.5	-0.5	0.5	-1.5	2.3	1.3	0.9	-1.6	0.4	2.6
Cc1ccsc1/C=N/n1c(COc2ccccc2)n[nH]c1=S
  -9.1	8.1	3.1	0.2	-1.7	-0.1	-0.7	0.0	9.1	-5.7	-31.0
CCOC(=O)c1c(N)sc2c1CCC1C(=O)N(C3CCCCC3)C(=O)C21 (configuration not stated)
  -1.3	-83.6	-71.6	0.2	-4.1	2.5	2.1	-4.0	8.7	nt	-24.1
CC(=O)Nc1ccc(S(=O)(=O)NCCc2cn3nc(C)c(C)nc3n2)cc1
  2.7	-5.6	2.7	2.2	4.8	1.9	0.5	-4.9	-1.6	-15.2	-10.3
CCCCCCCCOC(=O)c1ccc(N)cc1
  -7.0	-52.2	-15.2	-0.1	-0.2	1.0	0.5	-3.4	-2.8	-5.2	-23.8
CC(C)C(C(=O)O)N1C(=O)C2C3CCC(C3)C2C1=O (configuration not stated)
  nt	6.9	-2.3	-0.1	-12.9	nt	2.4	?	10.0	-6.4	-20.9
CC(C)(C)n1nc2c(c1NC(=O)Cc1cccc3ccccc13)CS(=O)(=O)C2
  -3.5	16.9	6.7	0.3	-4.2	0.7	-0.1	-0.6	-1.5	3.8	-21.3
Cc1cccc(NC(=S)NC(=O)/C=C/c2ccco2)n1
  -15.1	-251.5	-215.4	-0.1	-1.6	-2.6	-0.2	nt	2.6	-2.4	-28.8
N#CCc1nn2c(-c3ccccc3)ccnc2c1C#N
  2.6	4.5	2.7	-0.1	-3.3	0.0	-0.6	-9.2	-99.8	-20.4	-2.4
CCOC(=O)C(CCOc1cccc(CC)c1)C(=O)OCC
  6.8	9.7	15.5	-0.1	3.3	2.1	0.4	7.6	-3.6	nt	-1.9
O=C(COC(=O)COc1cccc(C(F)(F)F)c1)Nc1ccc(N2CCOCC2)cc1
  nt	-5.4	-6.1	-0.1	-1.1	0.8	-1.1	-2.7	-0.9	-17.3	9.7
COc1cc(/C=C/C(=O)OCN2C(=O)c3ccccc3C2=O)ccc1OC(F)F
  -0.7	13.7	6.2	-0.1	0.7	nt	1.4	2.9	-1.7	nt	-36.5
COc1cc(NC(=O)CNC(=O)Cn2ccc3ccccc3c2=O)cc(OC)c1OC
  5.4	10.3	18.7	0.0	-14.5	4.5	0.5	9.2	6.5	-3.1	-19.5
Nc1nc(N)c2cc(Sc3ccc(Cl)cc3)ccc2n1
  nt	-55.6	103.9*	1.0	10.7	nt	1.4	-8.9	20.6	-6.3	27.1
CCOC(=O)c1ccc(S(=O)(=O)Nc2cc(S(=O)(=O)N3CCOCC3)ccc2O)cc1
  5.5	19.8	0.1	-0.1	1.2	nt	-2.3	4.7	14.5	-13.4	-17.6
Cc1cc(NC(=O)c2cccs2)n(-c2nc3ccccc3[nH]2)n1
  30.9	-21.1	-6.8	-0.1	0.2	0.8	0.3	-23.0	-2.9	-3.0	-5.2
CC1CN(C(=S)SCC(=O)c2ccc([N+](=O)[O-])cc2)CC(C)O1 (configuration not stated)
  9.3	-1.4	8.4	-0.1	-5.7	3.3	-0.5	0.3	-8.7	-3.8	18.5
COc1cccc(O)c1CN1CCCC(C(=O)c2cccc(C(F)(F)F)c2)C1 (configuration not stated)
  -2.8	16.3	19.3	0.0	-2.0	0.9	0.3	-23.4	-6.2	-4.7	-23.4
CC(C)(C)S(=O)(=O)/C(C#N)=N/Nc1ccc(Cl)cc1
  15.1	-6.4	41.2	0.5	1.9	2.5	2.2	-12.1	5.3	5.9	28.8
CCOc1ccc(NC(=O)NC(C)CC)cc1 (configuration not stated)
  0.1	-61.6	-29.2	0.0	-0.2	2.6	-0.5	0.1	-6.7	-14.4	6.7
CC1CCC2C(=O)N(c3ccc(S(=O)(=O)c4ccccc4)cc3)C(=O)C2C1 (configuration not stated)
  -4.5	15.5	9.9	0.0	5.2	-1.0	-0.8	1.9	19.3	-4.1	-2.9
O=Cc1ccc(Oc2ncccn2)cc1
  -5.2	12.2	-3.8	0.1	-2.1	0.7	-0.7	-6.3	-1.6	6.3	4.9
COc1ccc([C@H]2CN(Cc3ccccc3)C(=O)[C@@H]2CC(=O)Nc2ccccc2)cc1
  nt	-107.1	-31.5	0.1	-5.3	nt	-2.5	13.2	11.4	-5.8	-20.3
Cc1ccc2cc3cc(C(=O)N4CCN(Cc5ccccc5)CC4)sc3nc2c1
  5.4	-4.2	-1.1	0.0	-5.4	2.9	-0.1	19.9	0.1	-5.4	-17.3
COc1ccc(OCC(O)CNCCOc2ccccc2OC)c(C(C)(C)C)c1 (configuration not stated)
  -2.7	25.9	62.8*	1.7	38.3	-1.8	-0.6	-6.1	1.0	-18.4	-23.9
COc1ccc(NC(=O)CCC(=O)Nc2cc(OC)c(NC(=O)c3cccs3)cc2OC)cc1
  2.2	0.6	16.9	0.0	-9.6	-1.3	-0.5	2.4	9.1	-4.4	-28.0
Cc1cc(C)c(NC(=O)CN)c(C)c1
  2.9	20.0	1.8	-0.3	7.3	-2.8	-1.2	7.1	-4.7	-8.2	6.7
Cc1cc(C)cc(NC(=O)NCc2nnc(SCc3ccccc3)n2C)c1
  6.7	25.9	21.5	1.3	-1.5	2.0	-2.4	-11.3	-12.3	-4.4	-7.1

As entered above:
Exocytosis inh, `CCOC(=O)c1c(N)sc2c1CCC1C(=O)N(C3CCCCC3)C(=O)C21` (configuration not stated) stands at -4.1
Peg3 promoter, `COc1cc(NC(=O)CNC(=O)Cn2ccc3ccccc3c2=O)cc(OC)c1OC` stands at 18.7

(cont.)
Values run as follows: MITF TRPM1 inh	HIF-2a inh	Peg3 promoter	aDG glyco up	Exocytosis inh	NR2E3 ag-1	hiPSC survival	Vif imaging	PDI inh	CaV13 FRET inh	NR2E3 ag-2
CCN(CC)Cc1csc2ccc(Br)cc12
  4.2	14.7	4.6	-0.1	-1.3	-3.8	0.1	15.7	-2.4	nt	-40.5
CC1CCC(NC(=O)c2ccc(-n3cncn3)c([N+](=O)[O-])c2)CC1 (configuration not stated)
  -36.7	-134.2	-52.5	0.2	0.5	1.0	1.6	-1.9	-4.3	-5.6	-57.6
N#CC1=C(N)SC(N)=C(C#N)C1c1ccc([N+](=O)[O-])cc1
  2.7	9.2	0.6	0.0	-3.3	3.0	-1.1	-8.1	0.1	-4.7	13.3
Cc1nc(Nc2ccccc2Br)c2nnn(Cc3ccccc3)c2n1
  6.7	12.1	15.2	-0.2	-15.7	0.2	0.8	-3.6	8.1	-0.6	6.7
CC(=O)Nc1ccc(S(=O)(=O)NCc2ccc(C(=O)NCCCN3CCC(C)CC3)cc2)cc1
  -12.5	4.2	10.5	-0.1	-0.4	0.1	0.7	6.7	4.2	-14.8	-11.8
COc1cc(NC(=O)CSc2nncn2C)cc(OC)c1OC
  0.9	13.7	-5.1	0.5	9.6	2.2	0.5	?	9.8	-0.6	-27.5
O=C(CCN1C(=O)/C(=C/c2ccccc2)SC1=S)Nc1ccccn1
  -3.6	7.7	19.8	1.5	-0.3	0.9	-0.5	2.0	-6.3	-7.9	-13.3
COc1ccc(COc2cc(-c3cccc(OC)c3)nc3ccc(NC(=O)c4ccc(OC)cc4)cc23)cc1
  12.0	24.0	28.7	-0.6	-4.0	-8.2	2.1	1.5	6.8	-4.4	-42.7
CCCNS(=O)(=O)c1cccc(C(=O)OCc2cc(=O)oc3cc(OC)ccc23)c1
  16.8	-30.1	-49.0	0.1	70.1*	-0.5	-0.6	3.0	-4.6	-7.2	-37.7
COc1ccc(S(=O)(=O)N2CCCCC2c2cc(C(=O)Nc3ccccc3Cl)no2)cc1 (configuration not stated)
  nt	9.4	14.5	0.1	-3.3	nt	-3.4	-10.5	22.2	-5.0	9.8
CCOC(=O)[C@@H]1[C@H]2COc3ccccc3[C@@H]2N2C(=O)N(c3ccc(C(F)(F)F)cc3)C(=O)[C@@]12C
  12.0	18.8	3.0	0.1	14.0	nt	-3.8	8.5	1.9	-5.4	-10.5
CNC(=S)Nc1ccc(C)c(NC(=S)NC)c1
  9.1	16.6	-7.5	0.1	0.8	-1.5	0.8	-5.1	0.9	1.9	-15.0
CC1(C)SC2C(C(=O)O)N=C(Cc3ccccc3)N2C1C(=O)O (configuration not stated)
  12.2	19.2	11.8	-0.2	0.5	nt	2.8	-17.7	-3.5	-12.7	7.6
COc1cccc(-c2cc(C(=O)N/N=C/c3ccc(OC)c(COC(C)=O)c3)c3ccccc3n2)c1
  -5.1	-46.7	-14.7	-0.1	-0.9	-0.7	-2.0	-11.9	9.3	-0.5	-17.1
COc1ccccc1CCNC(=O)c1c(C)nn(CC(C)C)c1Cl
  -29.2	-120.3	-93.5	-0.1	-1.6	0.5	-0.1	3.7	-4.7	-2.6	-54.9
CSc1ccc(Cn2c(C)c(C(=O)NCc3ccco3)sc2=O)cc1
  nt	-10.5	0.1	-0.2	6.8	nt	-1.4	-4.2	-14.1	22.2	-5.5
O=C(Cn1nc(C(F)(F)F)c2c1CCCC2)NCCN1CCOCC1
  4.5	6.0	8.9	-0.1	-7.7	1.2	-1.8	-14.2	-5.9	-7.6	5.5
O=C(NC1CCC(CC2CCC(NC(=O)C(Cl)Cl)CC2)CC1)C(Cl)Cl (configuration not stated)
  -7.6	14.3	19.5	0.0	1.1	0.0	0.1	4.2	2.7	-4.6	-7.3
CN(CC(=O)Nc1cccc(F)c1)C(=O)CCN1C(=O)C2CC=CCC2C1=O (configuration not stated)
  7.7	11.8	-8.5	-0.1	-4.1	-0.9	-0.5	-5.3	-1.0	-7.1	95.5*
CCN1CCC(n2nccc2NC(=O)c2ccccc2Cl)CC1
  7.3	10.8	-1.9	-0.2	3.8	0.0	-0.1	1.1	6.6	-2.0	5.9
Oc1ccc(C[C@H]2CNC(=S)N2CCc2cc(C(F)(F)F)cc(C(F)(F)F)c2)cc1
  nt	0.0	-15.5	0.4	-3.2	2.6	1.2	-3.6	-3.0	-11.3	7.7
CC(=O)Nc1cccc(C(=O)Nc2nc(C)cs2)c1
  -2.7	-57.5	-25.7	0.0	0.4	-1.5	-0.9	-1.9	-4.7	-0.7	-30.3

Outcome played no part in choosing rows; any-hit rate near 3.5%.
